# Compound activity: PubChem, National Center for Advancing Translational Sciences (NCATS)
# DT40 TDP1 no CPT – qHTS for Inhibitors of human tyrosyl-DNA phosphodiesterase 1 (TDP1): qHTS in cells in absence of CPT | Potency, µM (series often up to 46.2 µM), for inactives: top-dose activity change, negative = growth inhibition, actives largely listed as inhibitors | 420,000 tested, 15% active | AID 686978, 2013 | DT40 Tdp1-/- hTDP1 cells, no CPT, ATP luminescence, 48 h; active = well fitted inhibition curve with a large enough effect; inconclusive = small, poorly fitted or top-dose-only effect; note: nearly all actives have a fitted effect of over 55% in size
#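 Cells were dispensed at 400 per well, compounds added by pin tool, plates incubated ≥48 hr at 37 °C, then CellTiter-Glo added for 30 min at room temperature before luminescence reading. Line: DT40 Tdp1-/- complemented with hTDP1; camptothecin omitted.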
# * = called active by the depositor; ? = inconclusive; & = joins results of further samples. % is set by controls: 0 for no effect and ±100 for the full control effect; potency is the fitted concentration of half-maximal effect. This is a subset. The share of hits here may be higher or lower than overall.
Molecule	DT40 TDP1 no CPT
COC(=O)C1=NNC(C(=O)OC)C1c1ccccc1 (centres undefined)	6%
CC(=O)Oc1c(C(C)C)cc(N(C(C)=O)c2ccccc2)cc1C(C)C	?
COCCN(C(=O)COC(=O)CNC(=O)c1ccc(C)cc1)c1c(N)n(Cc2ccccc2)c(=O)[nH]c1=O	2%
CNc1nc(NCCOc2ccccc2Cl)c2sccc2n1	9.2µM*
NC(=S)NC(c1ccccc1)c1ccncc1 (centres undefined)	9%
CC(C)(C(=O)c1ccccc1)/[N+]([O-])=C/c1ccc(Br)cc1	-7%
CO[C@H]1CN(C)C(=O)c2ccc(NC(=O)C3CCC3)cc2OC[C@H](C)N(CC2CCCCC2)C[C@@H]1C	21µM*
CC(=O)Oc1cc2c(cc1OC(C)=O)C(=O)CCCC2	-12%
CC(=O)Nc1ccc(-c2noc(-c3csc([C@@H]4C[C@H](O)[C@@H](CO)O4)n3)n2)cc1	-15%
CC(=O)Nc1c(Br)cc2c(c1Br)C(=O)c1ccccc1-2	-4%

# A section from the list above, for reference:
Molecule	DT40 TDP1 no CPT
CC(=O)Nc1ccc(-c2noc(-c3csc([C@@H]4C[C@H](O)[C@@H](CO)O4)n3)n2)cc1	-15%
CC(=O)Nc1c(Br)cc2c(c1Br)C(=O)c1ccccc1-2	-4%

# Later entries:
Molecule	DT40 TDP1 no CPT
O=C(NCc1ccccc1)C1C(c2ccc3c(c2)OCO3)=Nc2ccccc2N1C(=O)c1ccco1 (centres undefined)	?
CNc1cnc(-c2ccc(F)c(F)c2F)cn1	3%
CC1(Oc2ccc(F)cc2)CCN(Cc2ccccc2OC(F)F)C1 (centres undefined)	-22%
COc1ccc(C(=O)N2CCOC2CNC(=O)C(=O)NCc2ccc(C)cc2)cc1 (centres undefined)	?
CN1OC[C@@H]2CN(C(=S)Nc3ccc(C#N)cc3)[C@H](c3ccc(N4CCCCC4)cc3)C[C@@H]21	-1%
C[C@@H]1CN([C@@H](C)CO)C(=O)CCCn2nncc2CO[C@@H]1CN(C)S(=O)(=O)c1ccc(-c2ccccc2)cc1	?
CC1(C(=O)NS(=O)(=O)c2ccc(Cl)cc2)CCN1C(=O)Cc1cccs1 (centres undefined)	-4%
CN(C(=N)N)c1ccc(/C=C2\C=Cc3ccccc32)cc1	2.8µM*
CCCCCC(=O)N1C[C@@H](n2cc(COC(=O)c3ccccc3)nn2)[C@H](O)C[C@@H]1c1ccc(OC)cc1	?
CCCCNC(=O)C[C@@H]1C[C@@]2(C(=O)OC)CC(C)(C)CC=C2N(Cc2ccc3c(c2)OCO3)C1=O	?

Molecule	DT40 TDP1 no CPT
Cc1cccc(CNC(=O)c2cnn(-c3ncc4c(n3)-c3ccccc3CC4)c2C2CC2)n1	5%
C=C1CCN([C@@H](CC(C)C)C(=O)N2CCCC2)S(=O)(=O)c2ccccc21	?
COC(=O)C1=C(C(=O)OC)C(C(=O)OC)N2C=CC=CC2=C1C(=O)OC (centres undefined)	-6%
CCCn1cnnc1CNC(=O)[C@H]1O[C@@H](n2ccc(=O)[nH]c2=O)[C@H](O)[C@@H]1O	-8%
CN(C)C1CN(Cc2cn(Cc3cccc(C(F)(F)F)c3)nn2)S(=O)(=O)C1 (centres undefined)	-11%
O=C(Nc1ccc([N+](=O)[O-])cc1)NN1CCCCCC1	15µM*
CC(C)(C)S(=O)N1Cc2cc(=O)n(Cc3ccccc3)cc2[C@@H]1CCO (some centres undefined)	1%
O=C1NC[C@@H](CCCCN2CCN(CCC3CCCCC3)C(=O)C2=O)N(CC2CCCCC2)C1=O	-10%
CN1CCN(C(=O)c2ccc(-c3ccc(F)c(F)c3)c3ccoc23)CC1	16µM*
Cc1sc(N)nc1-c1cccc([N+](=O)[O-])c1	1%

Molecule	DT40 TDP1 no CPT
COc1ccc(NC(=O)C2(C)Cc3c(-c4ccc5c(c4)OCO5)ccnc3O2)cc1OC (centres undefined)	?
C=CCOc1nc2c(c(=O)n(Cc3ccc(Cl)c(Cl)c3)c(=O)n2C)n1C	23µM*
Cc1ccc(Cc2c(-c3ccccc3)nc3c(C)cc(Br)cn23)cc1	10µM*
CC(C)Oc1ccc(S(=O)(=O)N2CCOCC2)cc1NC(=O)c1ccc(Cl)c(S(=O)(=O)N2CCOCC2)c1	-22%
COc1cc2c(NC3CCN(C)CC3)nc(N3CCCN(C)CC3)nc2cc1OCC1CCCCN1 (centres undefined)	?
OC[C@]1(O)OC[C@@H](O)[C@H](O)[C@@H]1O	0%
C[C@H](CO)N1C[C@H](C)[C@H](CN(C)S(=O)(=O)c2ccc(F)cc2)OCc2cnnn2CCCC1=O	-39%
COc1cccc(CN2CCN(C(=O)[C@H]3O[C@@H](n4cnc5c(N)ncnc54)[C@H](O)[C@@H]3O)CC2=O)c1	1%
Nc1ccn(CCCN2CCN(C(=O)C3CC3)CC2)c(=O)n1	0%
CCCCNc1ncnc2[nH]ncc12	-22%

Molecule	DT40 TDP1 no CPT
CCc1ccc(S(=O)(=O)NCc2nc(N3CCCC3)c3cccc(C)c3n2)cc1	?
CCCc1nc2ccc(Cl)cn2c1Cc1ccc(C)cc1	23µM*
CCn1c(-c2ccccc2F)nc2cc(NC(C)=O)cc(C(=O)NCc3ncc(C)[nH]3)c21	-16%
O=C(NCCCc1ccccc1)C(=O)NCC1OCCN1S(=O)(=O)c1cc(F)ccc1F (centres undefined)	?
Nc1nccc(SCc2ccc(Cl)cc2Cl)n1	-18%
CC1CC(C)CN(S(=O)(=O)c2ccc(F)c(C(=O)NC3CCCCC3C)c2)C1 (centres undefined)	-29%
COCCC1CCCCN1Cc1nc(N2CCCCC2)c2cc(OC)c(OC)cc2n1 (centres undefined)	-23%
CCOC(=O)C1=CCN(S(=O)(=O)c2ccccc2Br)C1c1cccc(Cl)c1 (centres undefined)	?
O=S1(=O)C[C@H](N2CCC[C@@H]2CO)[C@@H](COCc2ccccc2)N1	12%
Cc1noc(C)c1-c1ccc(C(=O)Nc2cccc(NS(C)(=O)=O)c2)c2occc12	?

Molecule	DT40 TDP1 no CPT
NC[C@H]1O[C@H](O[C@H]2[C@H](O)[C@@H](O[C@H]3O[C@H](CO)[C@@H](O)[C@H](N)[C@H]3O)[C@H](N)C[C@@H]2N)[C@H](N)[C@@H](O)[C@@H]1O	-24%&28%
O=C(Nc1ccc(Cl)cn1)c1cccc(S(=O)(=O)N2CCCCCC2)c1	?
COC(=O)C1=C(C)N(CCCC(=O)O)C(=O)NC1c1ccc(C#N)cc1 (centres undefined)	-8%
OC[C@@H]1CN(Cc2ccc3c(c2)OCO3)C[C@H](n2cnc3c(NCc4ccc(F)cc4)ncnc32)O1	?
CC1(c2nnnn2Cc2ccccc2)CCC(=O)N1Cc1cccc(C(F)(F)F)c1 (centres undefined)	-22%
CC1(C(=O)NS(=O)(=O)C2CC2)CCCN(C(=O)c2cc3ccccc3s2)C1 (centres undefined)	0.82µM*
Cc1cc(C)n2c(Nc3ccc4c(c3)OCCO4)c(C3CC3)nc2n1	18µM*
CC1(C(=O)Nc2ccc3c(c2)OCCO3)CCC(=O)N1CCc1c[nH]c2ccccc12 (centres undefined)	-9%
CN(C)c1cccc(CNC(=O)c2ccc3nc([C@@H]4O[C@H](CO)[C@H](O)[C@H](O)[C@H]4O)[nH]c3c2)c1	-10%
COc1cc(OC)c(N(C)S(=O)(=O)c2cccc(C(=O)NCc3cccs3)c2)cc1Cl	?

# 4 entries from above, with each value named.
Nc1ccn(CCCN2CCN(C(=O)C3CC3)CC2)c(=O)n1
  DT40 TDP1 no CPT: 0%

CCCCNc1ncnc2[nH]ncc12
  DT40 TDP1 no CPT: -22%

CCc1ccc(S(=O)(=O)NCc2nc(N3CCCC3)c3cccc(C)c3n2)cc1
  DT40 TDP1 no CPT: ?

CCCc1nc2ccc(Cl)cn2c1Cc1ccc(C)cc1
  DT40 TDP1 no CPT: 23µM*

# Next structures follow:
Molecule	DT40 TDP1 no CPT
CCN(CCn1cccn1)C(=O)c1ccc(OC2CCN(C(=O)CCOC)CC2)cc1	0%
CCCCNC(=S)N(CCCO)Cc1cc2cc3c(cc2[nH]c1=O)OCO3	-13%
Nn1c(SCC(=O)NC2CCCC2)nnc1C(F)(F)F	-11%
C[C@@H]1CN([C@@H](C)CO)C(=O)c2cc(Br)cnc2O[C@H]1CN(C)C(=O)c1ccncc1	3%
O=C(COC(=O)CN1C(=O)c2ccccc2C1=O)Nc1ccccc1C(F)(F)F	-14%
COc1ccc(C(C(=O)NC(C)(C)C)n2c(COc3ccc(C)cc3)nc3ccccc32)cc1 (centres undefined)	?
CC(=O)c1ccc(-c2cnc3c(NC=O)cc(-c4ccc(C(=O)NC5CC5)cc4)cn23)cc1	5.2µM*
COC(=O)[C@]12CCCCC=C1N(Cc1cccc3ccccc13)C(=O)[C@H](CC(=O)NCCc1ccccc1OC)C2	?
CC(=O)N1C[C@@H](CO)[C@@H](N(C)C(=O)C2CCCCC2)C[C@H]1c1ccccc1	3%
COc1ccccc1C(=O)Nc1ccnn1C1CCN(C2CCCCC2)CC1	-10%

Molecule	DT40 TDP1 no CPT
COc1cc(CCN=Cc2cc(Cl)cc(Cl)c2O)c([N+](=O)[O-])cc1OC	?
O=C(NCc1ccccc1Cl)c1[nH]c(C(F)(F)F)nc1-c1ccccc1	?
COc1ccc(C(O)c2nc(-c3cccc(O)c3)cs2)cc1 (centres undefined)	?
O=C(Nc1ccc([N+](=O)[O-])cc1)c1cnn2c1NC(=C1CC1)C=C2C(F)F	-1%
COc1ccccc1C#CC1=CC(=O)CC(C)(C)C1	9.2µM*
CC1(C(=O)O)CCCN1C(=O)c1cccc(OC(F)(F)F)c1 (centres undefined)	-1%
CCOC(=O)N1CCN(Cc2ccc3c(c2)CN(C(=O)c2cc(-c4ccccc4)on2)CCO3)CC1	21µM*
Cn1nc(C(C)(C)C)cc1C(=O)N1CCCCC1c1cc(C(=O)NCc2ccc(F)cc2)no1 (centres undefined)	13µM*
COc1ccc(C(O)c2nc(-c3cccc(CO)c3)cs2)cc1 (centres undefined)	?
Cc1cc2nc(-c3ccc(F)cc3)c(Cc3ccsc3)n2c(C)c1Br	12µM*

Molecule	DT40 TDP1 no CPT
COC(=O)[C@H](CC(C)C)NS(=O)(=O)c1ccc(F)cc1Br	?
c1ccc(-c2ccc3nncn3c2)cc1	-2%
COc1ccc(C2=Nc3ccccc3N(C(=O)c3ccc4c(c3)OCO4)C2C(=O)NCc2ccccc2)cc1 (centres undefined)	?
COc1cc(CNc2ncnc3c2ncn3[C@H]2CN(CCN3CCOCC3)C[C@@H](CO)O2)cc(OC)c1OC	-7%
Cc1cc(Br)cn2c(Cc3ccsc3)c(C(C)(C)C)nc12	26µM*
O=C(NOCc1ccccc1)OCc1ccccc1	-27%
CCCCn1nnnc1C1(C)CCC(=O)N1CCc1ccccc1F (centres undefined)	-20%
CCOC(=O)[C@@H](C)N(C(=O)OC(C)(C)C)S(=O)(=O)N(Cc1ccccc1)[C@H](C(=O)OC)C(C)C	?
Cc1cc(C(=O)N2CCC2(C)C(=O)NS(=O)(=O)c2cccc(Cl)c2)nn1C (centres undefined)	?
C[C@@H](NCCCn1ccc(NC(=O)OCc2ccccc2)nc1=O)c1cccc2ccccc12	16µM*

Molecule	DT40 TDP1 no CPT
COC(=O)[C@@]12C[C@@H](CC(=O)NCc3ccc(C)o3)C(=O)N(CCc3ccc(OC)c(OC)c3)C1=CCC(C)(C)C2	8.2µM*
Cc1ccccc1C(=O)OCC(=O)N1CC(=O)Nc2ccccc21	-9%
CCc1nc2c(OCc3ccc(OC(F)F)cc3)cccn2c1N(C)C(=O)c1cccs1	16µM*
Cc1ccc(C(=O)N2CCc3ccccc32)cc1C	?
COCCNC(=O)C1(C)CCCN(Cc2csc(-c3ccc(Cl)cc3)n2)C1 (centres undefined)	13µM*
Cc1ccc(NC(=O)C2(C)CCCN(C(C)C)C2)cc1C (centres undefined)	?
O=C(O)Cc1ccc(NS(=O)(=O)c2ccc3c(c2)OCCO3)cc1	-2%
COc1cc(-c2cccc(OC)c2OC)cc2c1OCCN(Cc1cn[nH]c1-c1ccc(Cl)cc1)C2	?
CC(=O)Nc1ccc(-c2nnc(SCc3ccccc3)n2C)cc1	-10%
COCCNC(=O)C1(C)CCCN(Cc2csc3ccccc23)C1 (centres undefined)	?

Molecule	DT40 TDP1 no CPT
CCC(C)[C@H]1CNC(=O)C(=O)N1CCc1cccc2ccccc12 (some centres undefined)	-12%
COc1ccc(-c2cc(NC=O)c3ncc(-c4cccc(C(=O)NCCN(C)C)c4)n3c2)c(OC)c1	3.7µM*
O=C1CCCc2c1oc1c2CCCC1	-5%
CC1(C(=O)NS(=O)(=O)c2ccc(C#N)cc2)CCN1C(=O)c1ccc(C2CCCCC2)cc1 (centres undefined)	-15%
Cc1cnc(CNC(=O)c2ccc3sc([C@@H]4O[C@H](CO)[C@H](O)[C@H](O)[C@H]4O)nc3c2)cn1	18%
CC1(C(=O)NS(=O)(=O)c2ccc(Cl)cc2)CCN1C(=O)Cc1ccsc1 (centres undefined)	-14%
COc1ccc(-c2cccc3c2OC(CNC(=O)c2ccc4c(c2)OCO4)C3)nn1 (centres undefined)	-16%
CCn1cc(/C=C(\NC(=O)c2ccccc2)C(=O)NCCN2CCOCC2)c2ccccc21	?
CC(C)C[C@H]1CN([C@@H](Cc2ccccc2)CN2CCCC2CN2C(=S)NC[C@@H]2Cc2ccccc2)C(=S)N1CC1CCCCC1 (some centres undefined)	7.3µM*
